Screens: PubChem BioAssay, National Center for Advancing Translational Sciences (NCATS)
D2 ag: HTS Assay for Allosteric Agonists of the Human D2 Dopamine Receptor: Primary Screen for Agonists. D(2) dopamine receptor (Homo sapiens), P14416. HEK293 T-REx D2 cells, calcium flux agonist mode. activation, % at 2 µM. 340,000 compounds, 0.53% hits;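 active = activation over 3 SD above normal in the single-dose calcium agonist read, cut at about 30% in these data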; also: 0% is about no effect
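Agonism is scored from calcium flux in a force-coupled, inducible HEK293 cell line expressing D2, read kinetically for 180 s after compound addition against dopamine controls.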
D1 ag: Allosteric Agonists of the Human D1 Dopamine Receptor: qHTS; D(1A) dopamine receptor (Homo sapiens), P21728; HEK293 T-REx D1 cells, calcium flux, agonist mode; activation, % at 2 µM; 360,000 compounds, 1% hits; AID 504660, 2011; also: 0% is about no effect
Target sequence (P21728 whole entry, looked up): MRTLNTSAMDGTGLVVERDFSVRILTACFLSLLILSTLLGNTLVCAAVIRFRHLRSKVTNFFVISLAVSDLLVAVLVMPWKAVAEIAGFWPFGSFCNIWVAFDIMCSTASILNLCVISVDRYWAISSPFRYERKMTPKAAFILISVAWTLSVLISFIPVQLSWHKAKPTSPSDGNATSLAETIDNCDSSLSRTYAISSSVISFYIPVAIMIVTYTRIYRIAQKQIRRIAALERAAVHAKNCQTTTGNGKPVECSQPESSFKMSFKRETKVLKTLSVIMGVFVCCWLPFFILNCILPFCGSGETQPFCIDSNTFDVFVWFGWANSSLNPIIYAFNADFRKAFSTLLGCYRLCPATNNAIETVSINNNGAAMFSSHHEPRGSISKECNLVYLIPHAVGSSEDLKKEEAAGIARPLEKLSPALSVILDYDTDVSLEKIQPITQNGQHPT
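Inducible HEK293 T-REx D1 cells, force-coupled to calcium signalling, were plated at 4000 cells/well with tetracycline and held overnight at 30 C. After no-wash calcium dye loading, compound-evoked calcium rise over 180 s flagged agonists.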
RXFP1 antag: qHTS Assay for Antagonists of the Relaxin Receptor RXFP1 | HEK293-RXFP1, relaxin-stimulated cAMP HTRF, 30 min; active compounds read low | Relaxin receptor 1 (Homo sapiens), Q9HBX9 | activity change, negative = inhibition, % at 57.5 µM | 350,000 compounds, 0.59% hits;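 active = activity change of -60% or lower, but not beyond a set lower limit; inconclusive = change between -60% and -40%, or beyond the set limit; inactive = change above -40%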; also: % is scaled to controls: 0 for no effect and ±100 for the full control effect
D2 potentiator: HTS Assay for Positive Allosteric Modulators of the Human D2 Dopamine Receptor: Primary Screen for Potentiators; D(2) dopamine receptor (Homo sapiens), P14416; HEK293 T-REx D2, calcium flux, EC20 dopamine potentiation; potentiation, % at 10 µM; 340,000 compounds, 0.34% hits; AID 485347, 2010;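 active = potentiation over 3 SD above the plate norm, cut at about 30% in these data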; also: 0% is about no effect
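Tetracycline-induced Hek293 Trex D2 cells, force-coupled to calcium, loaded with no-wash calcium dye. Compound added with 180 s kinetic read for agonism, then EC20 dopamine and a further 180 s read for potentiation.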
TRHR agonist: qHTS for Small Molecule Agonists and Allosteric Enhancers of Human TRH Receptor: Primary Screen for Agonists; Thyrotropin-releasing hormone receptor (Homo sapiens), P34981; TRHR cells, calcium flux fluo-8, FDSS agonist mode; activation, % at 2 µM; 360,000 compounds, 0.18% hits; AID 493084, 2011; also: 0% is about no effect
Target sequence (P34981 whole entry, looked up): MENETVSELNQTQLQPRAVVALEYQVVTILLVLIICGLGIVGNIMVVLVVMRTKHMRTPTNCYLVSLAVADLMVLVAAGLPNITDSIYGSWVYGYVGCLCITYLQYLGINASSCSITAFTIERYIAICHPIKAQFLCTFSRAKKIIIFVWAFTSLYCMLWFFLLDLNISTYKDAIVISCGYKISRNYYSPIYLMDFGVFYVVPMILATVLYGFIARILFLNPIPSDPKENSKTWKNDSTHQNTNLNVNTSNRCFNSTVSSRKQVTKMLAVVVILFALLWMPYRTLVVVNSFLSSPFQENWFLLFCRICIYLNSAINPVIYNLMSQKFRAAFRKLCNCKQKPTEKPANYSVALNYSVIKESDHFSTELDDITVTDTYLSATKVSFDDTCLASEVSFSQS
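Fluo-8-loaded TRHR cells; 10 s baseline, compound added, kinetic Ca2+ fluorescence read 1/s, agonist mode.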
D1 potentiator: Potentiators of Human D1 Dopamine Receptor: qHTS | D(1A) dopamine receptor (Homo sapiens), P21728 | HEK293 TREx D1 cells, calcium flux, dopamine EC20 potentiation | potentiation, % at 10 µM | 360,000 compounds, 0.036% hits | AID 504651, 2011; in the data active = potentiation above about 30%; also: 0% is about no effect
TRHR enhancer: qHTS for Small Molecule Agonists and Allosteric Enhancers of Human TRH Receptor: Primary Screen for Enhancers; Thyrotropin-releasing hormone receptor (Homo sapiens), P34981; TRHR cells, fluo-8 calcium fluorescence, EC20 TRH enhancement; enhancement, % at 2 µM; 360,000 compounds, 0.66% hits; AID 493056, 2011; in the data active = enhancement above about 30%; also: 0% is about no effect
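TRHR-expressing cells loaded with fluo-8 calcium dye were read kinetically (ex 480/em 530) during compound addition, then stimulated with an EC20 of TRH (10 nM final). Enhancement of the Gq-mediated intracellular calcium response was scored.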
D1 antagonist: Antagonist of Human D 1 Dopamine Receptor: qHTS | HEK293 TREx D1 cells, calcium flux, dopamine EC80; active compounds read low | 360,000 compounds, 3.2% hits | activity change, negative = inhibition, % at 10 µM | D(1A) dopamine receptor (Homo sapiens), P21728; in the data active = activity change below about -30%; also: % is scaled to controls: 0 for no effect and ±100 for the full control effect
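Tetracycline-induced HEK293 T-REx cells with force-coupled D1 receptor were loaded with a no-wash calcium dye. Compound was added after a 10 s baseline and read kinetically for 180 s; EC80 dopamine was then added and calcium flux followed another 180 s.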
D2 antag: HTS Assay for Allosteric Antagonists of the Human D2 Dopamine Receptor: Primary Screen for Antagonists; HEK293 TREx D2 cells, calcium flux, dopamine EC80; D(2) dopamine receptor (Homo sapiens), P14416; 340,000 compounds, 2% hits; inhibition, % at 10 µM; in the data active = inhibition above about 30%; also: 0% is about no effect
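Tetracycline-induced HEK293 TREx cells expressing D2 receptor forced-coupled to calcium signalling, loaded with no-wash calcium dye. Compounds added and calcium flux read 180 s, then dopamine added at EC80 and read a further 180 s.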
Starred values were filed as active, the others as inactive; ? = inconclusive; · = not tested or not shown. Rule as the data show it, unless noted: active = activation above about 30%; inactive = the rest.

SMILES	D2 ag	D1 ag	RXFP1 antag	D2 potentiator	TRHR agonist	D1 potentiator	TRHR enhancer	D1 antagonist	D2 antag
Cc1cccc(C)c1NC(=O)C[n+]1cc(-c2ccccc2)n2c1CCC2	75*	2	5	-25	0.9	-3	1	6	28
O=C(Nc1ccccc1O)c1c(O)c2c([nH]c1=O)CCCC2	0.9	3	7	2	0.4	7	3	2	1
CSCCC(NC(=O)COc1ccccc1)C(=O)NCC1COc2ccccc2O1 (configuration not stated)	19	1	-2	-4	-0.6	0	0	-22	-2
CC(=O)Nc1ccc(NC(=O)C(OC(=O)c2ccccc2)C(OC(=O)c2ccccc2)C(=O)O)cc1 (configuration not stated)	-0.2	2	-4	0	2.3	-2	9	-17	0
Cc1ccccc1NC(=O)c1cccc(NC(=O)CCC(=O)O)c1	-0.6	2	5	13	0.0	-3	-7	14	7
Cc1ccccc1OCC(=O)N/N=C1\CC(=O)CC(C)(C)C1	0.6	1	10	9	0.3	11	13	-4	16
CCCSc1nc2cc(C)c(C)cc2n1CC(C)O (configuration not stated)	0.2	0	-19	-8	-0.3	-5	13	4	6
CCOc1cc(C(=O)NCc2ccc(F)cc2)ccc1OCC(=O)N1CCCCC1	0.0	0	13	-6	1.0	-2	-2	-3	1
CC(C)CNC(=S)N1CCN(c2nc3ccccc3s2)CC1	0.7	15	-1	3	2.9	-9	-17	-2	3
Cc1ccc(C)c(S(=O)(=O)NCc2ccc(C(=O)N3CCC(Cc4ccccc4)CC3)cc2)c1	-0.8	2	2	-19	-0.2	-5	-8	-10	2
COc1ccc2nc(C)cc(SCC(=O)NNC(=O)COc3ccc(C)cc3)c2c1	-0.2	0	1	-2	-0.4	2	5	15	-3
COc1ccc(-c2csc(NS(=O)(=O)c3ccc([N+](=O)[O-])cc3)n2)cc1	-1.4	-1	-10	-14	-0.2	-11	-4	-31*	4
COc1ccc(-c2cc(C(=O)Nc3cc(OC)cc(C(=O)Nc4cccc(C(F)(F)F)c4)c3)[nH]n2)cc1	-0.1	10	12	13	0.7	-4	-5	-31*	-7
O=C(c1ccccc1)c1ccncc1	-2.2	3	1	8	-0.2	-6	13	-1	8
CCc1ccc(C(=O)Nc2ccc(S(=O)(=O)Nc3nc(C)cc(C)n3)cc2)o1	0.0	4	0	-8	0.0	-3	3	7	8
Cc1ccc2[nH]c(=O)c(N3CCOCC3)c(-c3ccccc3)c2c1	-1.5	-1	5	-1	0.2	-1	5	20	-17
Cc1c(CCNC(=O)Cc2ccccc2)sc2nc(-c3ccc(F)cc3)nn12	·	-1	-1	-5	0.2	-2	-3	·	·
CC1CCN(S(=O)(=O)c2ccc(NC(=O)CN3CCCC(C)C3)cc2)CC1 (configuration not stated)	1.8	2	2	-3	0.6	0	2	8	6
COC(=O)c1cc(C)sc1NC(=O)CN1CCN(C(=O)c2ccco2)CC1	0.8	7	-2	-2	2.5	-8	0	-19	1
COc1cccc(C2=NOC(C(=O)Nc3c(C)n(C)n(-c4ccccc4)c3=O)C2)c1 (configuration not stated)	0.0	1	3	-3	0.1	1	2	0	-13
Cc1ccc(CN2C(=O)CCC2C(=O)NC(C)C)cc1 (configuration not stated)	0.8	0	6	13	-0.1	3	-15	-4	-5
O=C(OCC(=O)N1CCCCCC1)c1cccs1	·	1	-3	-4	0.3	0	3	-4	·
CCOC(=O)NCc1ccc(CNC(=O)OCC)cc1	-2.4	3	-18	1	0.0	-4	-5	-11	1
CN(C)C(=O)COc1ccc(C(=O)/C=C/c2cccnc2)cc1	2.5	5	3	3	1.6	·	-6	0	14
O=C(O)Cn1c(=O)cnc2ccccc21	-0.5	-3	-6	12	0.6	0	1	·	-10
O=C(/C=C/c1ccc2ccccc2n1)N1CCN(c2ccccc2)CC1	1.2	-4	8	4	-0.3	0	4	-1	13
O=C1CC(O)(C(F)F)Oc2ccc3ccccc3c21 (configuration not stated)	-1.3	6	·	-1	-2.7	4	9	8	-13
COc1ccc(C(C(=O)NCC2CCCO2)N(Cc2ccccc2)C(=O)CNC(=O)c2ccco2)cc1OC (configuration not stated)	1.8	5	-6	-4	2.0	·	10	-7	-9
COc1ccc(-c2noc(CSc3nc4ccccc4c(=O)n3-c3ccccc3)n2)cc1OC	-1.0	5	-10	·	-1.2	-3	-5	-1	10
COc1ccccc1C(c1nnnn1C(C)C)N1CCN(C(=O)c2ccco2)CC1 (configuration not stated)	4.8	1	-3	14	0.7	-4	2	8	-9
CC(Nc1ccc(Br)cc1)C(=O)N/N=C/c1ccccc1OCc1ccccc1 (configuration not stated)	0.3	0	-7	7	0.8	0	15	7	-3
COc1ccccc1S(=O)(=O)Nc1ccc(-c2nnc3n2CCCCC3)cc1	-1.7	0	-11	24	-0.7	-6	7	21	16
Cc1ccc(-n2c(=O)cc(N3CCN(C(=O)c4ccco4)CC3)[nH]c2=O)cc1	-0.1	2	·	-6	-0.2	-1	26	-6	-11
Cc1cc(N2CCN(C)CC2)nc2ccc(NC(=O)Nc3ccc(F)cc3)cc12	·	1	-6	-3	1.1	-7	4	-14	·
COC(=O)c1ccnc(SCC(=O)c2ccccc2)c1	0.1	3	-4	4	0.7	-5	1	-27	-12
Cc1cc(C)n2nc(CNS(=O)(=O)c3ccc(F)c(C)c3)nc2n1	-0.1	2	-5	-8	0.4	-3	1	0	7
Fc1cccc(Cl)c1/C=N/Nc1ccccn1	2.1	2	-23	-1	-1.0	4	3	-1	24
CCOC(=O)CSc1cc(-c2ccccc2)nc2ncnn12	1.1	2	-25	-5	-0.4	0	-5	1	8
Cc1cc(NC(=O)COc2ccc3oc4ccccc4c3c2)no1	0.7	3	-7	-3	0.4	-7	-6	-7	-6
CCOc1ccc(NC2c3ccccc3C(=O)N2Cc2ccco2)cc1 (configuration not stated)	-2.2	5	-4	18	0.0	1	9	-21	5

Rewritten with bars between the fields: entries from further up
smiles | D2 ag | D1 ag | RXFP1 antag | D2 potentiator | TRHR agonist | D1 potentiator | TRHR enhancer | D1 antagonist | D2 antag
COc1ccc(-c2noc(CSc3nc4ccccc4c(=O)n3-c3ccccc3)n2)cc1OC | -1.0 | 5 | -10 | · | -1.2 | -3 | -5 | -1 | 10
COc1ccccc1C(c1nnnn1C(C)C)N1CCN(C(=O)c2ccco2)CC1 (configuration not stated) | 4.8 | 1 | -3 | 14 | 0.7 | -4 | 2 | 8 | -9
CC(Nc1ccc(Br)cc1)C(=O)N/N=C/c1ccccc1OCc1ccccc1 (configuration not stated) | 0.3 | 0 | -7 | 7 | 0.8 | 0 | 15 | 7 | -3
COc1ccccc1S(=O)(=O)Nc1ccc(-c2nnc3n2CCCCC3)cc1 | -1.7 | 0 | -11 | 24 | -0.7 | -6 | 7 | 21 | 16
Cc1ccc(-n2c(=O)cc(N3CCN(C(=O)c4ccco4)CC3)[nH]c2=O)cc1 | -0.1 | 2 | · | -6 | -0.2 | -1 | 26 | -6 | -11
Cc1cc(N2CCN(C)CC2)nc2ccc(NC(=O)Nc3ccc(F)cc3)cc12 | · | 1 | -6 | -3 | 1.1 | -7 | 4 | -14 | ·
COC(=O)c1ccnc(SCC(=O)c2ccccc2)c1 | 0.1 | 3 | -4 | 4 | 0.7 | -5 | 1 | -27 | -12
Cc1cc(C)n2nc(CNS(=O)(=O)c3ccc(F)c(C)c3)nc2n1 | -0.1 | 2 | -5 | -8 | 0.4 | -3 | 1 | 0 | 7
Fc1cccc(Cl)c1/C=N/Nc1ccccn1 | 2.1 | 2 | -23 | -1 | -1.0 | 4 | 3 | -1 | 24
CCOC(=O)CSc1cc(-c2ccccc2)nc2ncnn12 | 1.1 | 2 | -25 | -5 | -0.4 | 0 | -5 | 1 | 8
Cc1cc(NC(=O)COc2ccc3oc4ccccc4c3c2)no1 | 0.7 | 3 | -7 | -3 | 0.4 | -7 | -6 | -7 | -6
CCOc1ccc(NC2c3ccccc3C(=O)N2Cc2ccco2)cc1 (configuration not stated) | -2.2 | 5 | -4 | 18 | 0.0 | 1 | 9 | -21 | 5

Following part
SMILES	D2 ag	D1 ag	RXFP1 antag	D2 potentiator	TRHR agonist	D1 potentiator	TRHR enhancer	D1 antagonist	D2 antag
Cc1c(NS(=O)(=O)c2ccc(Cl)c(C(=O)OC(C)C(=O)NCc3ccco3)c2)c(=O)n(-c2ccccc2)n1C (configuration not stated)	1.7	3	?	9	-0.8	0	-10	9	-6
CC1(C)C(c2ccc(Cl)cc2)=[N+]([O-])C2(CCCC/C2=N\O)N1O (configuration not stated)	-0.7	3	-1	2	-0.4	-7	5	-87*	-4
CC(C)Sc1nc(-c2cccs2)nc2c1c(=O)n(C)c(=O)n2C	-0.2	0	·	10	-0.1	5	2	2	-5
O=C(NC(=S)Nc1ccccc1O)c1ccc(Cl)cc1Cl	-0.6	4	21	2	-0.5	-3	-1	-28	-6
COC(=O)CNC(=O)C(C)NC(=O)CNC(=O)OCc1ccccc1 (configuration not stated)	0.0	1	-16	-10	0.1	9	4	-21	-11
CCCCCCOC(=O)c1ccccc1NC(=O)/C=C/C(=O)O	0.3	-1	-16	12	-0.7	4	-4	12	-4
O=C(CCCn1c(=S)[nH]c2cc3c(cc2c1=O)OCO3)N1CCN(c2ncccn2)CC1	0.9	1	·	4	-1.5	-4	-4	4	7
COc1ccc(NC(=O)CC2C(=O)N(c3ccc(F)cc3)C(=S)N2NC(=O)c2ccccc2)cc1 (configuration not stated)	1.3	3	1	12	-0.7	0	-1	19	-8
Cc1cccc(NC(=O)CSc2nnc(NC(=O)Nc3ccccc3)s2)c1C	1.3	1	0	-10	0.2	0	-9	·	·
CCc1ccc(C(=O)CN2C(=O)NC(C)(CCc3ccccc3)C2=O)cc1 (configuration not stated)	-0.8	0	-29	0	-0.6	2	15	-7	3

The order is random. Share with any hit: about 7.1%.
